tim10-1 inh – inhibits growth of tim10-1 mutant yeast. S. cerevisiae tim10-1 ts strain growth, BacTiter-Glo, 24 h. actives 2.2% (n = 330,000). inhibition, % at 20 µM;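 active = inhibition of at least 40%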;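 note: mutant grown at 25 °C; 0% = DMSO wells with yeast and 100% = wells holding no yeast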
NR3A LBD binder – modulates the human NR3A ligand-binding domain | NR3A LBD differential scanning fluorimetry, Tm shift; 0% = protein alone, 100% = glycine-bound protein | Tm shift relative to glycine control, % at 25 µM | actives 2.5% (n = 340,000);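 active = melting temperature shift of at least 10% of the positive control shift, at one fixed dose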
APJ ag – APJ receptor agonism; CHO-K1 APJ PathHunter beta-arrestin, luminescence; 0% DMSO wells, 100% apelin; activation, % at 20 µM; AID 2520; actives 0.11% (n = 330,000); P35414;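 active = activation more than six SD over the plate average, tested at 20 µM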;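 note: 0% = DMSO alone and 100% = apelin-13 at 10 nM; some results filed as inactive read as strong as hits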
Target sequence (P35414 whole entry, looked up): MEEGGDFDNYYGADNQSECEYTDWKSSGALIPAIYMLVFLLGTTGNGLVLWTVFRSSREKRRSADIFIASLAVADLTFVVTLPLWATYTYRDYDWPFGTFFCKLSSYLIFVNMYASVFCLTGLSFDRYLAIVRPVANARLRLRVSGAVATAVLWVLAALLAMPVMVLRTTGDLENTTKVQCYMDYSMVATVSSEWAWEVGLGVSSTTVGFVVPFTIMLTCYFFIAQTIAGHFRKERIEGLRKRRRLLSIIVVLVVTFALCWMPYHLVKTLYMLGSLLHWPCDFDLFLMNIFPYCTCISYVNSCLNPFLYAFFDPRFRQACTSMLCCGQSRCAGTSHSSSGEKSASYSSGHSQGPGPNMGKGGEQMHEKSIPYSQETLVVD
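Assay system – PathHunter CHO-K1 APJ (AGTRL-1) beta-arrestin reporter cells · Compound – one dose, 20 µM compound, 1% DMSO · Timing – compound 90 min 25 °C, reagent 1 h · Measured by – luminescence from split beta-galactosidase complementation, Galacton Star/Emerald II substrate · Measure – beta-arrestin recruitment to APJ as agonist activity, luminescent signal · Benchmarks – DMSO vs Apelin-13 10 nM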
TIM10 inh – inhibits growth of TIM10 yeast strain | S. cerevisiae TIM10 strain growth, BacTiter-Glo luminescence, 24 h | inhibition, % at 10 µM | actives 1.4% (n = 330,000);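 active = inhibition of 40% or more at the single tested concentration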;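 note: wild-type TIM10 isogenic control strain grown at permissive 25 °C; 0% = DMSO yeast wells and 100% = minimal medium wells without yeast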
APJ antag – antagonists of human APJ apelin receptor; P35414; CHO-K1 APJ beta-arrestin complementation, luminescence; inhibition, % at 20 µM; actives 0.32% (n = 330,000); AID 2521;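 active = inhibition above about 40% at 20 µM, limit read from the data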;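 note: cells challenged with 10 nM apelin-13 agonist together with compound; plate controls were apelin-13 plus DMSO wells for no effect and DMSO wells lacking apelin-13 for full effect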
tim23-1 inh – growth inhibitors of tim23-1 mutant yeast. S. cerevisiae tim23-1 growth, BacTiter-Glo luminescence, 24 h. inhibition, % at 20 µM. actives 1.3% (n = 330,000). AID 463212;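 active = growth inhibition of the mutant yeast at or above 50%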;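 note: temperature-sensitive mutant grown at 25 °C; plate controls were DMSO-treated mutant yeast for no effect and medium wells lacking yeast for full effect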
NLRP3 yeast inh – blocks the NALP3 inflammasome reconstituted in yeast. Yeast reconstituted NLRP3/ASC/caspase-1, beta-gal luminescence, 24 h. inhibition, % at 10 µM. actives 0.39% (n = 330,000);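 active = inhibition of 50% or more; inactive = inhibition below 50%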;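 note: plate controls were induced DMSO wells for no effect and uninduced yeast grown without galactose for full effect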
MIN6 prolif – inducers of beta-cell replication in MIN6 cells | proliferation, % at 10 µM | MIN6 cells proliferation, ATPlite luminescence, 48 h; cells starved in 0.2% serum; 100% = growth in 10% serum | actives 0.29% (n = 330,000);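 active = compounds whose signal lies at least 3.5 SD above the mean of all wells on their plate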;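 note: 0% = DMSO-treated cells in low-serum medium and 100% = 10% serum control; some compounds called inactive have numbers as strong as hits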
MPTP inh – permeability transition pore inhibition | isolated mouse mitochondria, Ca2+ swelling absorbance, 30 min | actives 1.4% (n = 360,000) | inhibition, % at 10 µM;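 active = inhibition of 50% or more, scaled per plate between neutral and stimulator controls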;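 note: 0% = DMSO wells given calcium and 100% = 1 mM EGTA wells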
Starred values were filed as active, the others as inactive; · = no result given; & = joins results of further samples.

SMILES	tim10-1 inh	NR3A LBD binder	APJ ag	TIM10 inh	APJ antag	tim23-1 inh	NLRP3 yeast inh	MIN6 prolif	MPTP inh
Cc1c(OC(C)C(=O)NCCN2CCOCC2)ccc2c3c(c(=O)oc12)CCCC3 (stereo not drawn)	12	2	-2	-2	-18	-2	-1	3	0.7
CN(C)CCCNc1oc(-c2ccccc2)nc1C#N	-7	0	-4	-12	9	-10	8	-1	0.0
CCCS(=O)(=O)N1CCc2cc(OC)c(OC)cc2C1	8	2	-15	10	5	-3	19	0	-1.1
O=C(Oc1ccccc1/C=C\C(=O)c1cc2ccccc2o1)c1ccccc1	47*	-9	-1	50*	-22	50*	27	0	7.0
O=c1oc2ccccc2c(O)c1C=NCc1ccccn1	4	-1	-2	2	33	-2	15	-1	-0.2
O=C(CN1C(=O)c2cccnc2Oc2ccc(Cl)cc21)N1CCOCC1	10	-1	1	12	15	16	0	-1	-2.3
O=C(OCc1ccccc1)c1ccc(Br)o1	16	-1	-4	9	4	9	16	-5	-0.7
CC(=O)NCCC(=O)Nc1nc(-c2ccc3c(c2)OCCO3)cs1	5	-1	4	8	-1	11	4	-3	-1.0
NC(N)=NC1=NC(=O)C(Cc2ccccc2Cl)S1 (stereo not drawn)	5	1	-4	-7	-7	2	4	-2	2.7
COc1cccc(C2C(C(=O)c3sc(C)nc3C)=C(O)C(=O)N2CCN2CCOCC2)c1OC (stereo not drawn)	-20	0	-5	-9	5	-5	12	-2	1.0
COC(=O)c1cc(OCC(=O)NC2CCCc3ccccc32)cc(C(=O)OC)c1 (stereo not drawn)	12	-2	1	6	20	17	8	1	2.5
O=C1CCC(=O)N1N1C(=O)C2C3c4ccccc4C(c4ccccc43)C2C1=O (stereo not drawn)	7	-2	0	-5	-3	7	6	0	0.0
COc1ccc(Nc2ccc(N3C(=O)CCCC3=O)cc2[N+](=O)[O-])cc1OC	-24	0	-1	-23	28	-13	11	-2	-0.2
CC(C)(C)c1ccc(OCCC(=O)OCC(=O)NC2CCCCC2)cc1	12	1	5	4	9	1	6	4	-0.4
CCC(=O)/C=C1/Sc2ccc(OC)cc2N1CC	24	2	1	9	-7	34	7	-1	1.6
CCOc1ccc(NC(=O)COC(=O)Cc2ccc(S(=O)(=O)N3CCOCC3)s2)cc1	-5	-6	-4	-7	-14	-5	20	1	-0.3
COc1ccc(CCNC(=O)COC(=O)Cc2cc(OC)c(OC)c(OC)c2)cc1	0	-1	-3	4	-1	6	-2	2	0.0
CCN(CC)CCCNC(=O)c1nn2c(C(F)(F)F)cc(-c3ccccc3)nc2c1Cl	5	-1	3	10	22	-5	12	-4	-0.5
CN(CC(=O)Nc1ccc(Cl)c(C(F)(F)F)c1)C(=O)c1cc(=O)c2ccccc2o1	8	-5	0	-2	4	4	7	-5	3.0
Cc1ccc(CSc2nnc(-c3ccccn3)n2C)cc1	12	-1	0	7	12	10	32	7.1*	2.4
CCOc1ccc(S(=O)(=O)N2CCCC(C(=O)NC3CC3)C2)cc1Cl (stereo not drawn)	31	-2	1	9	9	10	0	-6	-1.3
CCn1c(CNC(=O)Cc2ccc(OC)cc2)nnc1SCC(=O)Nc1ccc(C(=O)O)cc1	-11	-1	-1	-2	-1	7	7	-1	-0.5
COc1ccc(CCNCC(=O)Nc2ccc(C)c(Br)c2)cc1OC	15	1	4	5	0	8	20	-3	0.5
NC(=O)C1Cc2ccccc2CN1C(=O)c1cc(C2CC2)nn1-c1ccccc1 (stereo not drawn)	-2	-1	-2	4	-12	-5	13	-1	-1.3
CCNC(=O)CN(Cc1ccccc1)S(=O)(=O)c1ccccc1	19	0	-2	18	17	14	15	-3	-0.4

Reprinted from the part before: 4 entries, followed by the next part.
SMILES	tim10-1 inh	NR3A LBD binder	APJ ag	TIM10 inh	APJ antag	tim23-1 inh	NLRP3 yeast inh	MIN6 prolif	MPTP inh
CCn1c(CNC(=O)Cc2ccc(OC)cc2)nnc1SCC(=O)Nc1ccc(C(=O)O)cc1	-11	-1	-1	-2	-1	7	7	-1	-0.5
COc1ccc(CCNCC(=O)Nc2ccc(C)c(Br)c2)cc1OC	15	1	4	5	0	8	20	-3	0.5
NC(=O)C1Cc2ccccc2CN1C(=O)c1cc(C2CC2)nn1-c1ccccc1 (stereo not drawn)	-2	-1	-2	4	-12	-5	13	-1	-1.3
CCNC(=O)CN(Cc1ccccc1)S(=O)(=O)c1ccccc1	19	0	-2	18	17	14	15	-3	-0.4
NC(=O)c1ccc(-n2nnnc2Oc2ccccc2C(=O)N2CCOCC2)cc1	1	1	-3	-1	-27	-13	18	-3	-0.5
COc1cc(CN2CCN(C(=O)c3ccc(-c4ccccc4)cc3)CC2)cc(OC)c1OC	20	-2	-3	16	-4	30	2	-2	2.1
O=C(NC1=NCCS1)C1COc2ccccc2O1 (stereo not drawn)	10	0	-7	10	2	5	16	-1	-1.8
CC(NC(=O)NC(=O)c1ccc(Cl)cc1)c1ccccc1 (stereo not drawn)	4	1	-2	-7	8	36	12	-5	-0.6
Cc1cc(C)c(C(=O)COC(=O)C2CCN(c3ccc(C(F)(F)F)cn3)CC2)c(C)c1	25	4	-5	11	6	21	-1	-4	-1.6
CC1CC(C)CN(C(=O)c2ccc(CSc3nc4ccncc4[nH]3)cc2)C1 (stereo not drawn)	6	-1	-3	2	3	-6	11	-3	-0.2
O=C(NCC(=O)N1CCN(Cc2ccc3c(c2)OCO3)CC1)c1ccccc1F	-14	2	-4	97*	-2	11	20	-1	-0.2
O=C(CCNC(=O)c1ccccc1Cl)Nc1nccs1	3	-1	-1	12	15	-8	1	1	0.0
CN1C(=O)/C(=C/c2ccccc2F)Sc2ccc(C(=O)N3CCCC3)cc21	28	1	-1	4	-1	12	5	6	-1.8
CC1=C(C(=O)N2CCOCC2)C(c2cccc(C)c2)NC(=S)N1 (stereo not drawn)	-3	0	-1	-14	-7	-4	-1	-1	0.8
C#CCOCCOCCOCCNc1nc(N2CCN(C(=O)[C@H](CC(N)=O)n3cc(C(N)[C@H](C)CC)nn3)CC2)nc(N2CCN(C(=O)[C@H](CC(N)=O)n3cc(C(N)[C@@H](C)CC)nn3)CC2)n1 (stereo partly drawn)	11	2	-2	5	12	5	-3	2	-1.4
CCn1nc(C(=O)OCC(=O)NCCN2C(=O)CSC2=O)c2ccccc2c1=O	25	2	-2	-3	-11	11	-1	0	-0.3
COC(=O)c1ccc(C2/C(=C(\O)c3cccc(OC)c3)C(=O)C(=O)N2CCCN2CCOCC2)cc1 (stereo not drawn)	9	0	-2	-21	16	-1	7	0	0.0
COc1ccc2nc(NC(=O)CCNS(=O)(=O)c3ccc4c(c3)oc(=O)n4C)sc2c1	7	9	-4	5	19	3	-2	-3	-0.9
Cc1ccc(NC(=O)COC(=O)c2cccc(OC(F)F)c2)cc1S(=O)(=O)N1CCCCC1	8	4	-1	-2	-12	11	10	-3	0.4
CC(=O)C1=C(C)NC(=O)NC1c1cccs1 (stereo not drawn)	-11	0	2	-7	3	5	16	-1	-0.5
CC1(C)NC(=O)N(CC(=O)OCC(=O)c2ccc(Br)s2)C1=O	8	-1	-9	3	22	2	5	0	0.2
COc1ccccc1NC(=O)CN1CCN(c2ccccc2OC)CC1	26	-3	-3	20	10	-4	-4	0	1.7
CCSc1nnc2c(n1)[nH]c1c(C)cccc12	-23	0	1	21	15	49	47	-2	0.7
Fc1ccc(-c2nc3ccccc3[nH]2)cc1	-23	-28	-1	34	-17	19	41	-4	2.2
COc1cccc(-c2cn3nc4c(nc3n2)CCCC4)c1	8	0	-2	5	-13	13	6	-4	11
N#Cc1cccc(NC(=O)c2ccccc2C(=O)O)c1	-2	-1	-1	5	25	-7	-8	-1	-0.9
NCC(c1ccccc1Cl)c1c[nH]c2ccccc12 (stereo not drawn)	40	0	0	20	10	41	1	-6	1.4
COc1ccc(OCCCC(=O)OCC(=O)Nc2ncc(Cl)cc2Cl)cc1	4	0	4	-3	-2	6	29	-2	3.4
O=C(NC(=O)N1CCN(c2ccc([N+](=O)[O-])cn2)CC1)c1c(Cl)cccc1Cl	-14	0	-4	-27	6	-17	23	-1	·
(more compounds)
SMILES	tim10-1 inh	NR3A LBD binder	APJ ag	TIM10 inh	APJ antag	tim23-1 inh	NLRP3 yeast inh	MIN6 prolif	MPTP inh
CCCCn1c(-c2cccc(C)c2)nc2cc3[nH]c(=O)c(C(C)C)nc3cc21	25	-26	2	20	-7	27	3	-9	-0.8
O=C(Oc1ccc2ccccc2c1Cl)N1CCCC1	21	2	0	19	1	27	6	-1	-0.1
COc1ccc(Cn2c(C3CC3)nc3ccc(NC(=O)c4ccco4)cc3c2=O)cc1	15	-12	2	38	5	28	4	5.5*	0.5
Cc1ccc(C2(c3ccccc3)NC(=O)N(CC(=O)NCc3ccco3)C2=O)cc1C (stereo not drawn)	7	1	3	4	-3	7	12	-6	0.0
Cc1ccc(C(=O)Nc2cccc(C(F)(F)F)c2)cc1NC(=O)c1cnnc2ccccc12	-4	-1	0	2	-10	7	16	-2	-0.4&-2.5
COC(=O)c1ccc(CN2CCN(Cc3ccc(F)cc3)C(CCO)C2)cc1 (stereo not drawn)	4	-2	3	-22	-18	7	4	-3	7.7
COc1ccc(/C=C2\C(=O)N(Cc3ccc(F)cc3)CC(=O)N2Cc2ccccc2)cc1	18	-2	-4	29	12	27	23	-5	3.0
C=CCC(=O)N(CC)CC1CCCN(CCc2cccc(F)c2)C1 (stereo not drawn)	-1	-1	-1	1	1	-10	4	-2	-1.0
COc1cc(OC)cc(C(=O)OCC(=O)Nc2cccc(C(C)=O)c2)c1	26	-2	0	20	8	16	12	-4	-1.6
Cn1c(N)c(C(=O)COC(=O)CCC(=O)c2ccc(F)cc2)c(=O)n(C)c1=O	1	0	0	9	6	9	10	1	-1.7
O=C(NNc1c2ccccc2nc2ccccc12)c1cc2ccccc2cc1O	49*	30*	-4	40	31	43	38	0	104*
COC(=O)Nc1ccc(=O)n(Cc2c(Cl)cccc2Cl)c1	12	4	-5	4	-4	4	-7	4	0.6
COc1ccccc1N(CC(O)CN1C(=O)NC(C)(C)C1=O)S(=O)(=O)c1ccc(C)cc1 (stereo not drawn)	2	-14	1	2	10	-3	13	-2	-0.6
O=C(CSc1nnc(CNC(=O)c2ccccc2F)o1)NCc1ccccc1	0	-1	1	9	-8	32	23	-2	2.2
Cn1c(=O)c(C(=O)NCC2CCCO2)c(O)c2ccccc21 (stereo not drawn)	-17	0	-3	6	-13	29	40	-6	-0.6
Cc1cc(=O)n2c(n1)NC(Nc1cccc(C)c1C)=NC2c1ccccc1 (stereo not drawn)	5	-1	-3	13	17	11	4	0	1.4
CCC(C)NC(=O)C1CCCN(c2nc(C)cc(OC)n2)C1 (stereo not drawn)	3	5	-1	6	6	19	16	-2	2.1
COC(=O)C/C=C/N(Cc1ccccc1OC)S(=O)(=O)CCl	8	0	·	-15	·	33	·	·	-1.5
Cc1cc2nccc(-c3ccc(F)cc3)n2n1	10	-1	-2	3	18	5	7	2	3.6
COc1cc(/C=N/NC(=O)c2ccc3c(c2)OCCO3)cc(Br)c1O	-26	-5	-3	-14	-59	-9	8	-4	0.0
Cc1nn(C)c(Cl)c1CN1CCN(C2CCCCC2)C(CCO)C1 (stereo not drawn)	-3	0	-3	-6	-6	5	-10	4	-1.3
Cc1cnc(NC(=O)C2COc3ccccc3O2)s1 (stereo not drawn)	2	0	-3	7	8	13	11	0	-0.7
Cc1c(NC(=O)CC(C)C)c(=O)n(-c2ccccc2)n1C	25	-5	1	-4	-1	7	-10	-1	24
